Rab7 wt modul – modulators of GTP binding to Rab7, primary screen, biochemical, wildtype, multiplex bead flow cytometry; AID 758, 2007; GST-Rab7 beads, fluorescent GTP binding; actives lie on both sides; untreated = 100%, excess cold GTP = 0%; actives 0.055% (n = 190,000); GTP binding activity (percent of control), % at 10 µM;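 active = fluorescent GTP binding to Rab7 beads changed by at least 20 points from the 100% baseline, either direction, mostly lower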;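 also: median green fluorescence of bound Bodipy-FL-GTP per Rab7 bead population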
Bim-Bcl-W – inhibitors of Bim binding to Bcl-W, primary screen, biochemical, multiplexed, bead-based flow cytometry. AID 952, 2007. actives 0.02% (n = 190,000). Bcl-2-like protein 2 (Homo sapiens), Q92843. Bim peptide-Bcl-W binding. inhibition, % at 10 µM;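 also: 0% = bound tracer without compound and 100% = peptide blocker; higher means less fluorescent Bim peptide bound to Bcl-W beads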
Cdc42 wt GTP – modulators of GTP binding to wildtype Cdc42, primary screen, biochemical, multiplex bead flow cytometry, Bodipy-GTP; AID 761, 2007; percent activity (GTP binding), % at 10 µM; actives 0.2% (n = 190,000); GST-Cdc42 beads; actives lie on both sides; Cell division control protein 42 homolog (Homo sapiens), P60953;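 active = percent activity GTP binding at least 20 points away from the 100% baseline, either down as inhibitor or up as activator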;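 also: median bead fluorescence of bound Bodipy-FL-GTP at 100 nM; 0% = excess unlabeled GTP control and 100% = no compound control; below 100% means less GTP binding so inhibitor and above means activator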
Bim-Bfl-1 – inhibitors of Bim binding to Bfl-1, primary screen, biochemical, multiplexed, bead-based flow cytometry; Bcl-2-related protein A1 (Homo sapiens), Q16548; Bim-Bfl-1 binding inhibition; inhibition, % at 10 µM; actives 0.12% (n = 190,000); AID 1008, 2008;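 also: 0% = wells without compound plus tracer and 100% = blocker peptide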
Rab2 wt GTP – modulators of GTP binding to Rab2A wildtype, primary screen, biochemical, dog, bead-based flow cytometry, multiplex; actives 0.19% (n = 190,000); GTP binding activity, % at 10 µM; GST-Rab2 wt beads, Bodipy-GTP binding;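 active = GTP binding activity at least 20 points away from 100%, either lowered or raised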;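 also: 0% = beads with excess unlabeled GTP and 100% = no-compound control corrected for plate trend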
Bcl-XL Bim block – inhibitors of Bim-Bcl-XL binding, primary screen, biochemical, multiplexed, bead flow cytometry, human Bcl-XL; Bcl-2-like protein 1 (Homo sapiens), Q07817; Bim peptide-Bcl-XL binding, fluorescence; inhibition, % at 10 µM; actives 0.04% (n = 190,000)
Target sequence (Q07817 whole entry, looked up): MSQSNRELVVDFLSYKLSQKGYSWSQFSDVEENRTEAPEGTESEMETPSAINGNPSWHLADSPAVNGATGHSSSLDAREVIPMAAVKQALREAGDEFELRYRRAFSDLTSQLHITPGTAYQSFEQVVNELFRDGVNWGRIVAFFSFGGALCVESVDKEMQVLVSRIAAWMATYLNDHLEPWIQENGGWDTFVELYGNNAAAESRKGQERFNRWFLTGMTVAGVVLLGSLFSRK
HRas wt GTP bind – modulators of GTP binding to HRas wildtype, primary screen, biochemical, bead-based flow cytometry, multiplex. GTPase HRas (Homo sapiens), P01112. GST-Ras wt beads, Bodipy-FL-GTP binding; actives lie on both sides. GTP binding activity, % at 10 µM. actives 0.14% (n = 190,000);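 active = GTP binding activity at least 20% away from the 100% baseline, either lowered as inhibitor or raised as activator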;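 also: 0% = unlabeled GTP competition control and 100% = no-compound control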
Target sequence (P01112 whole entry, looked up): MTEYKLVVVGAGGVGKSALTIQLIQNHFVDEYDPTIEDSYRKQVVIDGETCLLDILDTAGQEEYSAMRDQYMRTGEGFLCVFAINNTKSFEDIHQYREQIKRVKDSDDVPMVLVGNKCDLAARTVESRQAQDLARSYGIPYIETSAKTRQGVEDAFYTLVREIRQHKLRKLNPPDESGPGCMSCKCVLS
Rac1 mut GTP – GTP binding modulators of activated mutant Rac1, primary screen, biochemical, bead-based flow cytometry, multiplex, fluorescent GTP. actives 0.11% (n = 190,000). GST-Rac1 activated beads; actives lie on both sides; 100% means binding = to untreated wells. percent activity (GTP binding), % at 10 µM. AID 764, 2007;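 active = GTP binding at least 20 percentage points away from the 100% baseline, in either direction, so actives lie on both sides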
Bim-Bcl-B – inhibitors of Bim-Bcl-B binding, primary screen, biochemical, multiplexed, human Bcl-2 family | Bcl-2-like protein 10 (Homo sapiens), Q9HD36 | bead-based flow cytometry, Bim peptide-Bcl-B binding | inhibition, % at 10 µM | actives 0.073% (n = 190,000) | AID 951, 2007;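 also: 0% = tracer peptide without compound and 100% = reference inhibitor peptide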
Target sequence (Q9HD36 whole entry, looked up): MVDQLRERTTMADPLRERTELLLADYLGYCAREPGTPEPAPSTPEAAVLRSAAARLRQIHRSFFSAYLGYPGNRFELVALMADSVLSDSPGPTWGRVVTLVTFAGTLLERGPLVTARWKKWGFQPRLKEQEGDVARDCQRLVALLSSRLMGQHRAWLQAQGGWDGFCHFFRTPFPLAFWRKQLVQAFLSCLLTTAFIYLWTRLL
Bim-Bcl-2 – inhibitors of Bim-Bcl-2 binding, primary screen, biochemical, multiplexed, human Bcl-2 family | actives 0.06% (n = 190,000) | Bead-based flow cytometry, Bim peptide-Bcl-2 binding | Apoptosis regulator Bcl-2 (Homo sapiens), P10415 | inhibition, % at 10 µM; in the data active = inhibition above about 40%;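 also: 0% = no compound wells with probe peptide and 100% = reference peptide inhibitor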
Target sequence (P10415 whole entry, looked up): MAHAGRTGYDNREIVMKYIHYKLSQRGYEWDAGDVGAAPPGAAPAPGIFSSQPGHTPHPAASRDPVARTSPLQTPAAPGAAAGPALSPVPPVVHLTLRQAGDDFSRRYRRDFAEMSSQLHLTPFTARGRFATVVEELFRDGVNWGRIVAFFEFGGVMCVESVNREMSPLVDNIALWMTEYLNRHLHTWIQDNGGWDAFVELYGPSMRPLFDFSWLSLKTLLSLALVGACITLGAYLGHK
Rac1 wt GTP bind – wildtype Rac1 GTP binding modulators, primary screen, biochemical, GST-Rac1 beads, flow cytometry, multiplex | Ras-related C3 botulinum toxin substrate 1 (Homo sapiens), P63000 | fluorescent GTP binding; actives lie on both sides; 0 = cold GTP competed, 100 = untreated | GTP binding activity (% of control), % at 10 µM | actives 0.27% (n = 190,000) | AID 757, 2007;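 active = GTP binding activity at least 20 points away from the 100% control level, either lower or higher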
Starred values were filed as active, the others as inactive. Rule as the data show it, unless noted: active = inhibition above about 40%.

SMILES	Rab7 wt modul	Bim-Bcl-W	Cdc42 wt GTP	Bim-Bfl-1	Rab2 wt GTP	Bcl-XL Bim block	HRas wt GTP bind	Rac1 mut GTP	Bim-Bcl-B	Bim-Bcl-2	Rac1 wt GTP bind
Cc1ccc(/C=N/N2C(=O)C3C(C2=O)C2C=CC3C23CC3)o1 (stereo not given)	100	-6	98	-8	98	-6	98	97	-6	-9	99
COc1ccc(-c2ocnc2C(=O)Nc2ccccc2N2CCCCC2)cc1	92	-1	92	-3	91	-3	94	92	1	-3	93
Cc1onc(-c2ccccc2Cl)c1C(=O)N1CCN=C1SCc1cccnc1	100	-1	103	-2	97	-1	104	96	-2	-4	101
COc1ccc(/C=N\NC(=O)COc2ccc(C(C)(C)C)cc2)cc1Cn1nc(C)cc1C	99	-3	101	-4	98	-4	101	99	0	-4	102
CO/N=C/C1C(=O)NN=C1c1ccccc1 (stereo not given)	99	0	99	-3	95	-2	93	89	-5	-2	94
COc1ccc(/C=N\NC(=O)/C(=C\Nc2nccc(C)n2)NC(=O)c2ccccc2)cc1	98	0	105	-20	101	-7	103	101	-7	-4	105
Cc1ccc(O)c(C(CC(=O)NC(C)C)c2ccccc2)c1 (stereo not given)	93	0	95	-2	96	0	97	95	0	2	99
O=C(NCC(=O)N(c1ccccc1)C(C(=O)NC1CCCC1)c1cccnc1)c1ccco1 (stereo not given)	101	0	106	-3	100	-7	103	99	-1	-2	108
CC1(C)Cc2c(cnn2-c2ccccc2)C(=O)/C1=N\NC(=O)c1ccccc1	97	0	98	1	96	-1	98	97	1	0	98
Cn1c(=NCC(O)COc2ccccc2)sc2ccccc21 (stereo not given)	103	-1	105	-1	104	-1	104	101	-3	-1	102
Cc1ccc(/C=C(\NC(=O)c2ccc(C)cc2)C(=O)NCCCn2ccnc2)cc1	98	1	96	-7	97	-2	96	92	-2	-3	96
CS(=O)(=O)N(Cc1ccccc1)c1ccc(C(=O)N2CCOCC2)cc1	96	3	99	5	99	9	99	99	4	7	101
COC(=O)C1=C(C)N(c2ccc(C)c(C)c2)/C(=C/c2ccco2)C1=O	106	0	100	-3	100	-4	97	94	-5	-2	96
CCCCN(CC)C(=O)c1ccc2c(c1)OCO2	99	-4	103	5	103	-2	102	102	-3	0	101
COc1cc(NS(=O)(=O)N2CCCC2)cc(OC)c1OC	104	0	103	0	102	0	104	99	0	0	100
O=C(N/N=C/c1ccccc1)c1cc(-c2ccc3c(c2)OCO3)n[nH]1	95	-11	94	-1	94	-12	94	98	-13	-18	95
O=C(NCC1COc2ccccc2O1)c1ccc(NC(=O)C(c2ccccc2)c2ccccc2)cc1 (stereo not given)	97	-3	100	-14	100	-6	99	98	-7	-9	103
CC12CCC(C/C1=N\OC(=O)c1ccc(F)cc1)C2(C)C (stereo not given)	99	-1	104	-3	102	-6	101	99	-6	-2	108
Cc1nn(CC(=O)Nc2cccc(S(N)(=O)=O)c2)c(C)c1[N+](=O)[O-]	99	0	107	0	98	-2	98	98	-5	1	106
CCN(CC)CCOC(=O)c1ccc2c(c1)OCCO2	98	1	102	-9	99	-4	101	97	-7	-11	102
O=C(O)CC12CC3CC(C1)CC(n1ncc(NCc4ccc(F)cc4Cl)c(Cl)c1=O)(C3)C2	96	0	93	-3	93	-3	93	90	-6	-1	95
O=C(CS(=O)(=O)c1ccccc1)NC1CCCCC1	99	1	99	-2	98	-1	97	99	-4	-4	101
CCC(=O)Nc1ccccc1C(=O)N1CCOCC1	95	-2	101	-1	98	-4	100	99	0	0	103
CCN(CC(=O)NC(=O)NCc1ccco1)Cc1nc2ccccc2c(=O)[nH]1	101	-1	101	-8	98	-4	101	97	-5	-4	102

Reformatted with two lines to a compound: part of the list above.
Results follow in this order: Rab7 wt modul	Bim-Bcl-W	Cdc42 wt GTP	Bim-Bfl-1	Rab2 wt GTP	Bcl-XL Bim block	HRas wt GTP bind	Rac1 mut GTP	Bim-Bcl-B	Bim-Bcl-2	Rac1 wt GTP bind
Cc1ccc(/C=C(\NC(=O)c2ccc(C)cc2)C(=O)NCCCn2ccnc2)cc1
→ 98	1	96	-7	97	-2	96	92	-2	-3	96
CS(=O)(=O)N(Cc1ccccc1)c1ccc(C(=O)N2CCOCC2)cc1
→ 96	3	99	5	99	9	99	99	4	7	101
COC(=O)C1=C(C)N(c2ccc(C)c(C)c2)/C(=C/c2ccco2)C1=O
→ 106	0	100	-3	100	-4	97	94	-5	-2	96
CCCCN(CC)C(=O)c1ccc2c(c1)OCO2
→ 99	-4	103	5	103	-2	102	102	-3	0	101
COc1cc(NS(=O)(=O)N2CCCC2)cc(OC)c1OC
→ 104	0	103	0	102	0	104	99	0	0	100
O=C(N/N=C/c1ccccc1)c1cc(-c2ccc3c(c2)OCO3)n[nH]1
→ 95	-11	94	-1	94	-12	94	98	-13	-18	95
O=C(NCC1COc2ccccc2O1)c1ccc(NC(=O)C(c2ccccc2)c2ccccc2)cc1 (stereo not given)
→ 97	-3	100	-14	100	-6	99	98	-7	-9	103
CC12CCC(C/C1=N\OC(=O)c1ccc(F)cc1)C2(C)C (stereo not given)
→ 99	-1	104	-3	102	-6	101	99	-6	-2	108
Cc1nn(CC(=O)Nc2cccc(S(N)(=O)=O)c2)c(C)c1[N+](=O)[O-]
→ 99	0	107	0	98	-2	98	98	-5	1	106
CCN(CC)CCOC(=O)c1ccc2c(c1)OCCO2
→ 98	1	102	-9	99	-4	101	97	-7	-11	102
O=C(O)CC12CC3CC(C1)CC(n1ncc(NCc4ccc(F)cc4Cl)c(Cl)c1=O)(C3)C2
→ 96	0	93	-3	93	-3	93	90	-6	-1	95
O=C(CS(=O)(=O)c1ccccc1)NC1CCCCC1
→ 99	1	99	-2	98	-1	97	99	-4	-4	101
CCC(=O)Nc1ccccc1C(=O)N1CCOCC1
→ 95	-2	101	-1	98	-4	100	99	0	0	103
CCN(CC(=O)NC(=O)NCc1ccco1)Cc1nc2ccccc2c(=O)[nH]1
→ 101	-1	101	-8	98	-4	101	97	-5	-4	102

Next entries follow:
SMILES	Rab7 wt modul	Bim-Bcl-W	Cdc42 wt GTP	Bim-Bfl-1	Rab2 wt GTP	Bcl-XL Bim block	HRas wt GTP bind	Rac1 mut GTP	Bim-Bcl-B	Bim-Bcl-2	Rac1 wt GTP bind
CCOc1cccc(C2C(C(=O)c3ccco3)=C(O)C(=O)N2Cc2ccncc2)c1 (stereo not given)	98	-1	95	-1	98	0	99	96	0	-1	100
O=C(CSc1ccccc1)Nc1nnc(/C=C/c2ccccc2)s1	97	-7	102	-8	97	-5	98	98	-8	-3	102
O=C(CNC(=O)c1ccccc1Br)N/N=C/c1ccccc1O	99	1	98	-4	98	0	99	97	-1	-3	98
Nc1nc(F)cc(N2CCCCCC2)n1	107	-2	99	-2	101	0	98	95	-4	-3	101
Cc1ccccc1-c1cc(C(=O)Nc2nc3c(s2)CCCC3)c2ccccc2n1	98	3	98	0	98	2	96	99	0	-4	101
CCN(CC)P(=O)(C(NC(=O)OC)C(F)(F)C(F)(F)C(F)(F)C(F)F)N(CC)CC (stereo not given)	104	-1	100	1	103	-1	103	99	2	-3	100
CCOC(=O)N1CCC(N2C(=O)c3ccccc3C2Nc2ccc(C)cc2)CC1 (stereo not given)	102	-1	100	-11	100	-4	101	96	-8	-8	101
O=C(/C=C/c1ccccc1[N+](=O)[O-])N1CCN(c2ccc(F)cc2)CC1	104	0	97	-5	99	0	101	97	-3	0	98
Cc1cccc(OCC(=O)Nc2cc(C)ccc2O)c1	103	4	105	-10	105	0	104	101	-7	-7	109
Cn1c(C(=O)Nc2ccccc2)cc2sccc21	105	-4	105	-1	103	0	104	101	-4	-2	105
NS(=O)(=O)c1ccc(NC(=O)CSc2ccccc2)cc1	101	0	98	-4	98	-4	98	98	-2	-2	101
CCOc1ccc2ccccc2c1CNCCN1CCOCC1	98	3	97	-3	96	2	98	95	2	2	94
Nc1nc2c(s1)CCc1c-2cnn1-c1ccccc1	96	30	95	41*	94	12	96	93	11	18	93
Cc1ccc(Cl)cc1NC(=S)N(CCCN1CCOCC1)Cc1ccco1	96	-1	101	-5	98	-3	96	97	-10	-4	98
COc1cc(Cl)cc(C2NC(=O)NC(C)=C2C(C)=O)c1OCC(=O)O (stereo not given)	102	5	102	-10	101	-2	100	101	-6	-10	107
CCOC(=O)CCc1c(C)c2ccc(OCc3nn[nH]n3)cc2oc1=O	97	-2	96	-2	95	-3	96	93	-4	-3	95
O=C(NCc1ccccn1)NC12CC3CC(CC(C3)C1)C2	101	0	98	-9	99	11	98	100	-5	-3	101
CCOc1ccc(NC(=O)COC(=O)CCCc2c[nH]c3ccccc23)cc1	99	2	102	-2	101	0	101	98	0	1	102
COC(=O)NC(=S)N1CCOCC1	105	-2	109	1	106	-2	106	104	-6	2	106
Cn1c(=O)c2c(nc3sccn32)n(C)c1=O	93	-2	99	6	97	-2	99	100	0	0	98
S=c1[nH]nc(Cc2ccccc2)n1Cc1ccco1	102	-2	100	-1	102	-4	102	99	-2	-2	101
COc1cc(SC)ccc1C(=O)N1CCN(c2ccccc2F)CC1	96	0	97	-4	98	1	97	98	1	-2	99
Cc1ccc(S(=O)(=O)C2(C(=O)Nc3ccc(Br)cc3)CC2)cc1	98	3	95	-3	97	0	96	95	3	-1	98
COC(=O)c1ccc(NC(=O)CSc2nccn2CCc2ccccc2)cc1	94	0	97	-3	93	-1	94	95	-4	-3	98
COc1cccc(Nc2nnc(SCn3nnc4ccccc4c3=O)s2)c1	104	1	99	-10	101	-5	101	101	-9	-8	107
COc1ccc(NC(=O)c2sccc2SCc2cccc(C(F)(F)F)c2)cc1	96	-2	95	0	96	-2	98	94	0	2	96
